TcdB inh – TcdB glycohydrolase inhibition | TcdB glycohydrolase enzymatic assay, plate reader | hit rate 0.24% among 350,000 | P18177 | inhibition, % at 9.99 µM | AID 652162; in the data active = inhibition above about 10%
The depositor's hits bear a star; & = joins results of further samples. Not all compounds are listed; rates above refer to the full screens.

The opening 4 records, to show the layout:
SMILES	TcdB inh
O=C(N[C@H]1CC[C@H](CCn2cc(C3CCCCC3)nn2)O[C@@H]1CO)c1cccnc1	-0.1
C[C@@H]1CCCCO[C@@H](CN(C)S(C)(=O)=O)[C@@H](C)CN([C@H](C)CO)C(=O)c2cc(NC(=O)C3CCCCC3)ccc2O1	-0.3
C[C@H]1CN([C@@H](C)CO)C(=O)c2cccc(NC(=O)NC3CCCCC3)c2O[C@H]1CN(C)Cc1ccc(C(F)(F)F)cc1	0.2
O=C(C[C@H]1CC[C@H]2[C@@H](COC[C@H](O)CN2Cc2cccc(C(F)(F)F)c2)O1)NCc1ccc(F)cc1	1.0

Results, repeating the preview:
SMILES	TcdB inh
O=C(N[C@H]1CC[C@H](CCn2cc(C3CCCCC3)nn2)O[C@@H]1CO)c1cccnc1	-0.1
C[C@@H]1CCCCO[C@@H](CN(C)S(C)(=O)=O)[C@@H](C)CN([C@H](C)CO)C(=O)c2cc(NC(=O)C3CCCCC3)ccc2O1	-0.3
C[C@H]1CN([C@@H](C)CO)C(=O)c2cccc(NC(=O)NC3CCCCC3)c2O[C@H]1CN(C)Cc1ccc(C(F)(F)F)cc1	0.2
O=C(C[C@H]1CC[C@H]2[C@@H](COC[C@H](O)CN2Cc2cccc(C(F)(F)F)c2)O1)NCc1ccc(F)cc1	1.0
C[C@@H]1CCCCO[C@H](CN(C)Cc2ccc3c(c2)OCO3)[C@@H](C)CN([C@H](C)CO)C(=O)c2cc(NC(=O)Nc3ccc(C(F)(F)F)cc3)ccc2O1	-1.7
O=C(C[C@@H]1CC[C@H](NC(=O)Nc2cc(F)ccc2F)[C@@H](CO)O1)Nc1ccccc1	-0.5
O=C(Nc1cc(F)ccc1F)N1C[C@@H]2[C@H](c3ccccc31)[C@@H](CO)N2Cc1ccncc1	0.3
COc1cccc(CNC(=O)[C@@H]2[C@@H](CO)[C@@H]3Cn4c(ccc(-c5ccncc5)c4=O)[C@H]2N3C(C)=O)c1	0.2
CC(C)CC#Cc1cnc2c(c1)C(=O)N([C@@H](C)CO)C[C@@H](C)[C@@H](CN(C)C(=O)Nc1ccccc1F)O2	1.0
Cc1ccccc1-c1ccc([C@@H]2[C@H](CO)N3CCCCN(C(=O)NC4CCCC4)C[C@@H]23)cc1	-1.1
Cc1ccc(S(=O)(=O)Nc2ccc3c(c2)C(=O)N([C@H](C)CO)C[C@H](C)[C@H](CN(C)Cc2ccc(-c4ccccc4)cc2)O3)cc1	-0.9
O=C(NCC1CC1)[C@@H]1N[C@@H]2c3ccc(-c4ccccc4F)c(=O)n3C[C@@H]2[C@H]1CO	-0.2

Part of the list above, as labelled records:
O=C(N[C@H]1CC[C@H](CCn2cc(C3CCCCC3)nn2)O[C@@H]1CO)c1cccnc1
  TcdB inh: -0.1
C[C@@H]1CCCCO[C@@H](CN(C)S(C)(=O)=O)[C@@H](C)CN([C@H](C)CO)C(=O)c2cc(NC(=O)C3CCCCC3)ccc2O1
  TcdB inh: -0.3
C[C@H]1CN([C@@H](C)CO)C(=O)c2cccc(NC(=O)NC3CCCCC3)c2O[C@H]1CN(C)Cc1ccc(C(F)(F)F)cc1
  TcdB inh: 0.2
O=C(C[C@H]1CC[C@H]2[C@@H](COC[C@H](O)CN2Cc2cccc(C(F)(F)F)c2)O1)NCc1ccc(F)cc1
  TcdB inh: 1.0

Continuation.
SMILES	TcdB inh
Cc1noc(C)c1NC(=O)Nc1ccc2c(c1)CC(=O)N([C@H](C)CO)C[C@H](C)[C@H](CN(C)Cc1ccc(C(F)(F)F)cc1)O2	-0.1
COc1cccc(C#Cc2ccc3c(c2)O[C@H](CN(C)S(=O)(=O)c2ccccc2F)[C@@H](C)CN([C@H](C)CO)S3(=O)=O)c1	-0.6
CCN(C[C@H]1[C@H](c2ccccc2)[C@@H](CO)N1C(=O)C1CC1)C(=O)NC1CCCC1	0.0
CO[C@H]1CN(C)C(=O)c2ccc(NC(=O)c3ccc4c(c3)OCO4)cc2OC[C@H](C)N(CC2CC2)C[C@H]1C	0.8
Cc1ccccc1S(=O)(=O)N[C@@H]1CC[C@H](CCn2cc(-c3ccc(F)cc3)nn2)O[C@@H]1CO	0.3
COc1ccc(NC(=O)N(C)C[C@H]2Oc3ccc(NC(=O)C4CC4)cc3C(=O)N([C@@H](C)CO)C[C@@H]2C)cc1	0.8
CNC[C@@H]1Oc2ncc(-c3ccccc3F)cc2C(=O)N([C@@H](C)CO)C[C@@H]1C	1.4
CC=Cc1ccc2n(c1=O)C[C@H]1[C@H](CO)[C@@H](C(=O)NCC(F)(F)F)[C@@H]2N1C(=O)C1CCCCC1 (mixture of isomers)	1.1
CCC(=O)N(C)C[C@@H]1Oc2ncc(-c3ccc(F)cc3)cc2C(=O)N([C@H](C)CO)C[C@@H]1C	0.7
O=C(NCCCN1CCOCC1)[C@@H]1[C@@H](CO)[C@@H]2Cn3c(cccc3=O)[C@H]1N2C(=O)C1CCCCC1	-1.0
Cc1noc(C)c1NC(=O)N(C)C[C@H]1OCCCC[C@H](C)Oc2ccc(NC(=O)NC(C)C)cc2C(=O)N([C@H](C)CO)C[C@@H]1C	-0.2
C/C=C/c1ccc2c(c1)O[C@H](CN(C)C(=O)c1ccccc1F)[C@@H](C)CN([C@H](C)CO)S2(=O)=O	-0.3
C[C@H]1CCCCO[C@H](CN(C)Cc2ccccc2)[C@@H](C)CN([C@@H](C)CO)C(=O)c2cc(NS(=O)(=O)c3ccc(F)cc3)ccc2O1	1.3
COc1ccc(S(=O)(=O)N(C)C[C@@H]2Oc3ccc(NS(=O)(=O)c4cccs4)cc3C(=O)N([C@@H](C)CO)C[C@H]2C)cc1	0.2
COc1ccc(CN(C)C[C@H]2Oc3ccc(NS(=O)(=O)c4ccccc4)cc3CC(=O)N([C@H](C)CO)C[C@H]2C)cc1	1.2
C[C@H]1CN([C@@H](C)CO)S(=O)(=O)c2ccc(C3=CCCCC3)cc2O[C@@H]1CN(C)Cc1ccncc1	1.0
O=C(C[C@H]1C[C@H]2c3cc(NC(=O)Nc4ccccc4F)ccc3O[C@H]2[C@@H](CO)O1)NC1CCCC1	0.3
COc1ccc(NC(=O)Nc2ccc3c(c2)CC(=O)N([C@@H](C)CO)C[C@@H](C)[C@@H](CN(C)C(=O)NC(C)C)O3)cc1	-9.5
Cc1noc(C)c1S(=O)(=O)Nc1ccc2c(c1)C(=O)N([C@@H](C)CO)C[C@@H](C)[C@H](CN(C)C(=O)Cc1ccccc1)OCCCC[C@@H](C)O2	0.6
COc1ccc(NC(=O)Nc2cccc3c2O[C@H](CN(C)S(=O)(=O)c2ccccc2)[C@@H](C)CN([C@@H](C)CO)C3=O)cc1	0.1
C[C@H](CO)N1C[C@H](C)[C@@H](CN(C)S(=O)(=O)c2cn(C)cn2)OCCCC[C@H](C)Oc2ccc(NS(=O)(=O)c3ccc(Cl)cc3)cc2C1=O	1.3
Cc1ccc(S(=O)(=O)N(C)C[C@@H]2Oc3ccc(NC(=O)CCCN(C)C)cc3CC(=O)N([C@@H](C)CO)C[C@H]2C)cc1	1.5
CC(C)NC(=O)N(C)C[C@H]1Oc2ccc(NC(=O)Cc3cn(C)c4ccccc34)cc2C(=O)N([C@H](C)CO)C[C@@H]1C	0.6
CCS(=O)(=O)N[C@@H]1CC[C@H](CC(=O)Nc2ccc(-c3ccccc3)cc2)O[C@@H]1CO	0.0
CC(C)NC(=O)Nc1cccc2c1O[C@H](CN(C)S(=O)(=O)c1cn(C)cn1)[C@H](C)CN([C@H](C)CO)C2=O	0.4
O=C(Cc1ccccc1)N1CC2(C1)[C@H](c1ccccc1)[C@H](CO)N2Cc1cccc(Cl)c1	-0.9
C[C@@H]1CCCCO[C@H](CN(C)C(=O)Cc2ccccc2)[C@@H](C)CN([C@@H](C)CO)C(=O)c2cc(NC(=O)Nc3ccc(F)cc3)ccc2O1	0.5
Cc1ccc(S(=O)(=O)N2C[C@H](O)COC[C@@H]3O[C@H](CC(=O)N[C@H]4CCN(Cc5ccccc5)C4)CC[C@H]32)cc1	-0.6
COc1ccc2c3c([nH]c2c1)[C@@H](CO)N(C(=O)c1cccnc1)CC31CN(C(=O)NC(C)C)C1	-1.9
C[C@@H]1CN([C@@H](C)CO)C(=O)c2cccc(NS(=O)(=O)c3ccccc3)c2O[C@H]1CN(C)C	-2.9
Fc1cccc(-c2ccc(C3[C@@H]4CN(Cc5cccnc5)C[C@H]3N4)cc2)c1 (some centres undefined)	0.1&-0.6
C[C@H](CO)N1C[C@H](C)[C@@H](CN(C)Cc2ccc3c(c2)OCO3)Oc2c(NC(=O)CCCCCC(=O)Nc3ccccc3N)cccc2C1=O	-5.8
Cc1noc(C)c1NC(=O)N(C)C[C@H]1OCCCC[C@@H](C)Oc2ccc(NC(=O)CCC(F)(F)F)cc2C(=O)N([C@@H](C)CO)C[C@@H]1C	0.7
O=S(=O)(c1ccc(F)cc1)N1[C@@H]2CNC[C@H]1C2c1ccc(-c2cccc(F)c2)cc1 (some centres undefined)	0.2&-2.5
C[C@@H]1CN([C@@H](C)CO)C(=O)Cc2cc(NS(C)(=O)=O)ccc2O[C@@H]1CN(C)S(=O)(=O)c1ccc(Cl)cc1	-0.8
CN(C)CC(=O)N[C@@H]1CC[C@H](CCNC(=O)C2CC2)O[C@@H]1CO	1.5
CCCC(=O)N1CCC2(CC1)CN(S(=O)(=O)c1ccc(C)cc1)[C@H](CO)c1[nH]c3cc(OC)ccc3c12	0.2
C[C@H](NC(=O)C[C@H]1C[C@@H]2c3cc(NC(=O)CC4CC4)ccc3O[C@@H]2[C@H](CO)O1)c1ccccc1	1.0
C[C@H](CO)N1C[C@H](C)[C@H](CN(C)C(=O)c2ccc3c(c2)OCO3)Oc2ncc(C3=CCCC3)cc2C1=O	0.3
O=C(Nc1ccccc1)N1CC(=O)N2[C@H](C1)[C@@H](c1ccc(C#CC3CC3)cc1)[C@@H]2CO	1.0
O=C(C[C@@H]1C=C[C@@H](NS(=O)(=O)c2ccccc2F)[C@H](CO)O1)NCCCN1CCOCC1	-1.2
C[C@@H]1CCCCO[C@@H](CN(C)CC2CC2)[C@@H](C)CN([C@H](C)CO)C(=O)c2cc(NC(=O)CCCN(C)C)ccc2O1	1.7
O=C(Nc1cc(F)ccc1F)N1CCCCN2[C@@H](CO)[C@H](c3ccc(-c4cncnc4)cc3)[C@@H]2C1	-1.5
C[C@@H]1CN([C@@H](C)CO)C(=O)c2cc(C#Cc3ccccn3)cnc2O[C@H]1CN(C)C(=O)c1cnccn1	-0.8
O=C(c1ccccn1)N1CC2(C1)[C@@H](c1ccccc1)[C@H](CO)N2Cc1ccc(Cl)cc1	0.0
C[C@@H]1CCCCO[C@H](CN(C)Cc2ccc(C(F)(F)F)cc2)[C@@H](C)CN([C@@H](C)CO)C(=O)c2cc(NC(=O)CCC(F)(F)F)ccc2O1	1.5
C/C=C/c1cnc2c(c1)C(=O)N([C@H](C)CO)C[C@H](C)[C@@H](CN(C)Cc1cncnc1)O2	-4.7
COc1cccc(NC(=O)N(C)C[C@@H]2Oc3ncc(/C=C/c4ccccc4)cc3C(=O)N([C@@H](C)CO)C[C@H]2C)c1	0.7
Cc1noc(C)c1NC(=O)N(C)C[C@@H]1Oc2c(NS(=O)(=O)c3cccs3)cccc2C(=O)N([C@H](C)CO)C[C@H]1C	-2.1
CC=Cc1ccc2n(c1=O)C[C@@H]1[C@@H](CO)[C@H](C(=O)NCc3ccc(F)cc3)[C@H]2N1CCC (mixture of isomers)	0.3
CO[C@@H]1CC[C@H]2CCOc3c(C#N)cccc3C(=O)N(C)[C@H](C)C(=O)N(C)C[C@@H]1O2	-0.5
C[C@@H]1CN([C@H](C)CO)C(=O)Cc2cc(NS(=O)(=O)c3ccccc3)ccc2O[C@H]1CN(C)S(C)(=O)=O	0.2
CC(C)CC#Cc1cnc2c(c1)C(=O)N([C@@H](C)CO)C[C@@H](C)[C@H](CN(C)Cc1ccccc1C(=O)O)O2	0.9
C[C@@H]1CN([C@@H](C)CO)C(=O)c2cc(NC(=O)CCCN(C)C)ccc2O[C@H]1CN(C)Cc1ccc2c(c1)OCO2	2.3
CN(C)CCCNC(=O)C[C@@H]1CC[C@@H](NS(=O)(=O)c2ccc(F)cc2)[C@H](CO)O1	-0.8
O=C(C[C@@H]1CC[C@@H]2NC[C@@H](O)COC[C@H]2O1)NCc1ccc(Oc2ccccc2)cc1	1.5
COc1ccc(S(=O)(=O)N(C)C[C@@H]2Oc3ccc(NC(=O)Cn4cnnn4)cc3CC(=O)N([C@@H](C)CO)C[C@@H]2C)cc1	0.8
CCCN(C)C[C@H]1Oc2cc(C#CC(C)(C)O)ccc2S(=O)(=O)N([C@@H](C)CO)C[C@H]1C	0.0
O=C(c1cccc(F)c1)N1C[C@@H]2[C@H](c3ccccc31)[C@H](CO)N2C(=O)C1CC1	-2.0
O=C(N[C@H]1C=C[C@H](CC(=O)N2CCOCC2)O[C@@H]1CO)c1cccc(F)c1	-1.2
(cont.)
SMILES	TcdB inh
CCCNC(=O)N(C)C[C@@H]1Oc2cc(C#C[C@H](C)O)ccc2S(=O)(=O)N([C@@H](C)CO)C[C@@H]1C	1.0
COc1ccc(C#Cc2cnc3c(c2)C(=O)N([C@@H](C)CO)C[C@H](C)[C@H](CN(C)C)O3)cc1	1.5
C[C@H]1CN([C@@H](C)CO)C(=O)c2cccc(NS(=O)(=O)c3ccccc3)c2O[C@@H]1CN(C)Cc1ccc(C(=O)Nc2ccccc2N)cc1	0.3
C/C=C/c1ccc([C@@H]2[C@H](CO)N3C(=O)CN(S(=O)(=O)c4cccc(F)c4)C[C@@H]23)cc1	-0.2
O=C(C[C@@H]1CC[C@H]2[C@@H](COC[C@@H](O)CN2Cc2cccc(-c3ccncc3)c2)O1)N1CCCCC1	-12.6
C[C@@H]1CN([C@H](C)CO)C(=O)Cc2cc(NC(=O)Cc3cn(C)c4ccccc34)ccc2O[C@H]1CN(C)C(=O)Nc1ccc(F)cc1	-0.9
O=C(Cc1ccncc1)N1CC(=O)N2[C@H](C1)[C@@H](c1ccc(C3=CCCC3)cc1)[C@@H]2CO	1.2
CC(C)(C)[S@](=O)N1Cc2cc(C(=O)NCCN3CCCC3)nc(-c3cccc(-c4cccc(C#N)c4)c3)c2[C@@H]1CCO	-0.5
